JMJD2A Tudor inh = qHTS Assay for Inhibitors of JMJD2A-Tudor Domain; Lysine-specific demethylase 4A (Homo sapiens), O75164; AlphaScreen JMJD2A-Tudor / H3K4me3 peptide binding; Potency, µM (series often up to 114 µM), for the others: at the top dose activity change, negative = inhibition, usual class: inhibitors; hit rate 4.4% among 390,000; also: % is scaled to controls: 0 for no effect and ±100 for the full control effect; nearly all actives have a fitted effect of over 50% in size
Pol kappa inh = qHTS for Inhibitors of Polymerase Kappa; Potency, µM (doses to about 107 µM), without a hit: at the top dose activity, negative = inhibition, hits mostly inhibitors; purified Pol kappa, fluorescent DNA synthesis assay, 10 min; hit rate 0.53% among 400,000; DNA polymerase kappa (Homo sapiens), Q9UBT6; also: % is scaled to controls: 0 for no effect and ±100 for the full control effect
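Here, compound and 10 nM enzyme are combined for 15 min at room temperature; adding 50 nM substrate (final) starts DNA synthesis, tracked by fluorescence at 0 and 10 min against buffer-only wells.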
POLB inh = qHTS Assay for Inhibitors of DNA Polymerase Beta; Pol beta primer extension/strand displacement, fluorescence kinetic; Potency, µM (series often up to 114 µM), inactives show at the highest dose activity change, negative = inhibition, usual class: inhibitors; hit rate 1.3% among 340,000; also: % is scaled to controls: 0 for no effect and ±100 for the full control effect
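Human Pol beta at 10 nM; strand-displacement substrate 50 nM final. Compound exposure 15 min at room temperature before start, reaction 10 min at room temperature.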
BAZ2B block = qHTS Assay for Inhibitors of BAZ2B | hit rate 4.4% among 360,000 | AlphaScreen BAZ2B-H3K14Ac peptide displacement | Potency, µM (titrated, usually from 114 µM), for the others: at the highest dose activity change, negative = inhibition, usual class: inhibitors | Bromodomain adjacent to zinc finger domain protein 2B (Homo sapiens), Q9UIF8 | AID 504333, 2011; also: % is scaled to controls: 0 for no effect and ±100 for the full control effect; nearly all actives have a fitted effect of over 60% in size
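Complex of BAZ2B and biotin-H3K14Ac (50 nM apiece) forms over 30 min at RT, then faces library compounds up to 110 uM for another 30 min; AlphaScreen beads added, 20 min dark incubation, luminescence read.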
APEX1 inh = qHTS Assay for Inhibitors of the Human Apurinic/apyrimidinic Endonuclease 1 (APE1); DNA repair nuclease/redox regulator APEX1 (Homo sapiens), P27695; Potency, µM (top dose mostly 65.8 µM), for the others: at the highest dose activity change, negative = inhibition, most hits filed as inhibitors; hit rate 0.35% among 350,000; recombinant APE1, TAMRA/BHQ-2 abasic DNA cleavage fluorescence; AID 2517, 2012;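 also: plate controls were vehicle for no effect and reference inhibitor for full effect; nearly all actives have a fitted effect of over 55% in size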
Target sequence (P27695 whole entry, looked up): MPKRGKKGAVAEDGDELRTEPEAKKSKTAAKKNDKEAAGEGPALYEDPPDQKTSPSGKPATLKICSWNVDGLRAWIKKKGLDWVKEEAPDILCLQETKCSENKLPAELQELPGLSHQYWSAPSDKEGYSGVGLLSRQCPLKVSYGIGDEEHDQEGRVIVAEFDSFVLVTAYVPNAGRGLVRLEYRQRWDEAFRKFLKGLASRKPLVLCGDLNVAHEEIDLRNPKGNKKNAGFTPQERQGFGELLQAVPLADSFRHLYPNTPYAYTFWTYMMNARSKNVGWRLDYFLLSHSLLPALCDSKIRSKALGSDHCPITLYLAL
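Readout is kinetic fluorescence (ex 525, em 598 nm) from cleavage of 50 nM TAMRA/BHQ-2 THF abasic duplex by 0.75 nM APE1, compound added 15 min beforehand at RT.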
G9a block = qHTS Assay for Inhibitors of Histone Lysine Methyltransferase G9a. Histone-lysine N-methyltransferase EHMT2 (Homo sapiens), Q96KQ7. hit rate 8.8% among 350,000. G9a H3K9 monomethylation, AlphaScreen, 2 h. Potency, µM (highest dose often 102 µM), for inactives: at the top dose activity, negative = inhibition, hits mostly inhibitors; also: % is scaled to controls: 0 for no effect and ±100 for the full control effect; nearly all actives have a fitted effect of over 75% in size
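Step 1: enzyme (final 20 nM) with compound, 15 min RT. Step 2: substrate peptide 500 nM and SAM 20 uM, 2 h RT. Step 3: anti-H3K9me1 antibody and AlphaScreen beads, 10 min, then plate read.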
BLM inh = qHTS Assay for Inhibitors of Bloom's syndrome helicase (BLM); RecQ-like DNA helicase BLM (Homo sapiens), P54132; recombinant BLM DNA unwinding, fluorescence dequenching; Potency, µM (top dose mostly 56.1 µM), without a hit: at the top dose activity change, negative = inhibition, hits mostly inhibitors; hit rate 0.2% among 350,000; AID 2528, 2010;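 also: plate controls were vehicle for no effect and no enzyme for full effect; nearly all actives have a fitted effect of over 35% in size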
POLH inh = qHTS for Inhibitors of Polymerase Eta | DNA polymerase eta (Homo sapiens), Q9Y253 | recombinant Pol eta, fluorescent DNA replication assay | Potency, µM (series often up to 114 µM), without a hit: top-dose activity change, negative = inhibition, usual class: inhibitors | hit rate 1.2% among 390,000 | AID 588591, 2011; also: % is scaled to controls: 0 for no effect and ±100 for the full control effect
Target sequence (Q9Y253 whole entry, looked up): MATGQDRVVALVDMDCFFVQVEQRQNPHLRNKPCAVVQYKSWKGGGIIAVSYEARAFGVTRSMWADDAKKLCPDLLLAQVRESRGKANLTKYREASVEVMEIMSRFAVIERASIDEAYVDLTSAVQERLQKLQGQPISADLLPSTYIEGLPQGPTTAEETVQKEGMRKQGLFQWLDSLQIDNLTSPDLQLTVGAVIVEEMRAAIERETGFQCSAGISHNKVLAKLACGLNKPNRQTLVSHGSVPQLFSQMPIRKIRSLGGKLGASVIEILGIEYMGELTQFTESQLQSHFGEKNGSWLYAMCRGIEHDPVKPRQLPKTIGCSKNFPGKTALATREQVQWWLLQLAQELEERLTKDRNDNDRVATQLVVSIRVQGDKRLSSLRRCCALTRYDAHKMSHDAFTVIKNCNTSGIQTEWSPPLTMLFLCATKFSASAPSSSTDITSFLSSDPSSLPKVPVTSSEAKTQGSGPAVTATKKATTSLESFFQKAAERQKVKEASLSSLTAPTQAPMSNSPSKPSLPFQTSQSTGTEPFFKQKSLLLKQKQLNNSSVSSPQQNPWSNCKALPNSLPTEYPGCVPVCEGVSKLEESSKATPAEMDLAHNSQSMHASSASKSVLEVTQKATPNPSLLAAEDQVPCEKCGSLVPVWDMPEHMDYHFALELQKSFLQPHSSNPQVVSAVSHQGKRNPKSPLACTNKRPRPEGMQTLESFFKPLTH
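Fluorescent replication assay: 50 nM final substrate added after a 15 min room-temperature compound preincubation with 10 nM enzyme. Signal taken at 0 min and again at 10 min.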
POLI inh = qHTS for Inhibitors of Polymerase Iota; Pol iota fluorescent replication assay, 10 min; Potency, µM (doses to about 115 µM), for inactives: at the highest dose activity, negative = inhibition, hits mostly inhibitors; hit rate 1% among 390,000
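Pol iota at 10 nM preincubated 15 min with compounds at room temperature; reaction started with fluorescent substrate, 50 nM final. Fluorescence read kinetically at 0 and 10 min; buffer-only wells as negative control.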
Starred values were filed as active, the others as inactive; ? = inconclusive; . = not tested or not shown; [ ] = remark or other dose. Calls follow the shape of the dose curve; as a rule, active = well fitted curve in the direction sought with a large enough effect; inconclusive = small, poorly fitted or top-dose-only effect, or another doubt; inactive = no such curve, though single readings can be large; an effect the other way counts as inactive or inconclusive. Potency is read from the fitted curve at half-maximal effect.

SMILES	JMJD2A Tudor inh	Pol kappa inh	POLB inh	BAZ2B block	APEX1 inh	G9a block	BLM inh	POLH inh	POLI inh
Cc1ccc(NC(=O)c2ccccc2)s1	14%	-4%	-1%	-3%	0%	25µM*	-1%	-3%	20%
Cc1c(C)c2ccc(OCC(=O)NC(Cc3ccc(Cl)cc3)C(=O)O)cc2oc1=O (configuration not stated)	-12%	3%	4%	-3%	-3%	14%[12.7 µM]	-1%	-2%	-2%
C[C@@H]1C=C(C(=O)N2CCOCC2)O[C@H](OCc2ccc(CO)cc2)C1	-4%	16%	32%	-2%	18%	13%[59 µM]	0%	-7%	-2%
Cc1ccc(-c2nn(-c3ccccc3)cc2/C=N/NC(=O)c2ccncc2)o1	-19%	-9%	0%	-20%	-8%	?	-5%	-6%	13%
O=C(O)Cc1ccc(O)c(F)c1	-3%	0%	2%	-36%	3%	-17%	-11%	-17%	24%
O=c1cc(Cl)c(-c2ccccc2)n[nH]1	3%	-3%	-11%	10%	21%	9%[59 µM]	-3%	-2%	15%
COc1cc(/C=N/NC(=O)c2cccnc2)ccc1OC(=O)c1cccc(Br)c1	-18%	-9%	-17%	-34%	17%	41%	-8%	-19%	1%
C/C(=N\NC(=O)c1cccc(S(=O)(=O)N2CCCC2)c1)c1ccc(OCC(=O)N(C)C)cc1	-11%	-2%	.	6%	-1%	4%	.	-7%	-27%
CCN1CCCC1CNC(=O)C1CCCN(S(=O)(=O)c2cccc3nsnc23)C1 (configuration not stated)	-8%	5%	-4%	6%	1%	?	-2%	-1%	28%
Cc1cccc(C(=O)OCC(=O)c2ccc(CC(=O)N3CCOCC3)s2)c1C	?	79µM*	.	50µM*	-35%	2%[2.33 µM]	.	10µM*	-96%
C#CCOCCOCCOCCNc1nc(N2CCN(C(=O)CCCCCCCCCCNC(=O)[C@@H](CCC(=O)O)n3cc(CCCCCN)nn3)CC2)nc(N2CCN(C(=O)CCCCCCCCCCNC(=O)[C@H]([C@@H](C)CC)n3cc(CCCCCN)nn3)CC2)n1	?	16%	.	56µM*	-4%	11%[2.33 µM]	.	-21%	?
C#CCOCCOCCOCCNc1nc(N2CCN(C(=O)CCCCCCCCCCNC(=O)[C@H](CCCCN)n3cc(C[C@@H](C)CC)nn3)CC2)nc(N2CCN(C(=O)CCCCCCCCCCNC(=O)[C@@H]([C@H](C)O)n3cc(C)nn3)CC2)n1	56µM*	3%	.	50µM*	?	-4%[2.33 µM]	.	79µM*	24%
CCOCCCNC(=O)CN1C(=O)CSc2cc(S(=O)(=O)N3CCCCCC3)ccc21	1%	-5%	3%	4%	-5%	2%	4%	-3%	-20%
CCCn1nnnc1SCC(=O)Nc1nnc(CC)s1	-13%	1%	0%	6%	0%	-4%	-1%	11%	17%
COc1ccc(-c2noc(CNS(=O)(=O)c3ccc(NC(C)=O)cc3)n2)cc1OC	-10%	1%	10%	-9%	-3%	0%[0.501 µM]	1%	-13%	-23%
CC(=O)Nc1nonc1-c1nnc(SCC(=O)Nc2cc(C)cc(C)c2)n1-c1ccccc1	-9%	-20%	-18%	-7%	.	-30%[59 µM]	-12%	-9%	26%
O=[N+]([O-])c1cccc(S(=O)(=O)[N-]c2nc3ccccc3nc2-n2cc[n+](Cc3ccccc3)c2)c1	-11%	-13%	-2%	-1%	-2%	-37%	-1%	10%	72%[activator]
Cc1c(NC(=O)c2ccc(Br)s2)c(=O)n(-c2ccccc2)n1C	-8%	1%	18%	-14%	0%	-38%	-1%	-12%	49%[activator]
Cc1cc(NC(=O)COC(=O)C2COc3ccccc3O2)no1 (configuration not stated)	-18%	-14%	-1%	22%	?	-13%	2%	-8%	43%[activator]
CCOc1ccc(-c2cc(CCCC(=O)Nc3cc(OC)ccc3OC)no2)cc1	-16%	-10%	30%	-10%	-2%	?	0%	-14%	22%
CN(C)Cc1c(C(C)(C)O)[nH]c2ccc(C(F)(F)F)cc12	-2%	11%	.	.	3%	.	.	-25%	68%[activator]
COc1cccc(NC(=O)CN(C)C(=O)/C=C/c2cc(OC)ccc2OC)c1	-1%	-3%	3%	4%	-2%	0%	0%	-24%	8%
O=CNC1(c2ccccc2)CCCCC1	-11%	-15%	.	.	.	.	.	-12%	0%
Cn1c(=O)c(C(=O)c2ccccc2)c(O)c2ccccc21	3%	-3%	.	.	.	.	.	-21%	43%[activator]
CCCS(=O)(=O)c1nc(S(=O)(=O)c2ccc(C)cc2)c(NCCCn2ccnc2)s1	-35%	8%	5%	?	79%	-7%	2%	-6%	46%[activator]
SMILES	JMJD2A Tudor inh	Pol kappa inh	POLB inh	BAZ2B block	APEX1 inh	G9a block	BLM inh	POLH inh	POLI inh
COc1ccc(N2C(=O)CC(Sc3nc(C)cc(C)c3C#N)C2=O)cc1 (configuration not stated)	-4%	-7%	-10%	4%	5%	?	4%	-4%	1%
CC1CCN(C(=O)c2cc(N3C(=O)C4C5CCC(C5)C4C3=O)ccc2Cl)CC1 (configuration not stated)	.	.	4%	-14%	-6%	24%	-8%	.	.
CCOC(=O)C1=C(COC(=O)CCc2ccc(F)cc2)NC(=O)NC1C (configuration not stated)	10%	11%	.	-4%	16%	6%[12.7 µM]	.	-7%	-14%
CCn1cc(Cl)c(C(=O)Nc2ccc(OC)c(OC)c2)n1	-11%	-18%	10%	-34%	-3%	20%[59 µM]	-1%	-6%	-10%
CC(C)NC(=O)COC(=O)c1ccc(Cl)c(S(N)(=O)=O)c1	-10%	-9%	42%	.	2%	-5%	2%	1%	31%[activator]
COc1ccc(Cc2nnc(NC(=O)c3cccs3)s2)cc1	-9%	-1%	-1%	.	-3%	25%[59 µM]	-2%	-10%	-2%
CCOCC(=O)Nc1ccccc1C(=O)N1CCOCC1	-8%	-5%	-2%	-4%	-2%	?	2%	3%	5%
CCOC(=O)CSc1ccc(S(=O)(=O)N(C)C2CCCCC2)cc1[N+](=O)[O-]	56µM*	-14%	2%	?	1%	?	-9%	8%	14%
N#C/C(=C/c1ccc(-c2ccc([N+](=O)[O-])cc2)o1)c1nnc(N2CCOCC2)n1-c1ccccc1	-7%	-7%	.	.	.	.	.	-1%	11%
O=C(O)c1ccccc1/C=N/NC(=S)NC1CCCCC1	-5%	-15%	13%	2%	4%	28%[59 µM]	-9%	-2%	?
CC(C)n1nc(C(=O)NC2CCCCCC2)c2ccccc2c1=O	2%	0%	.	11%	33%	-4%[12.7 µM]	.	-4%	7%
CCOc1cc(CNCc2ccccn2)cc(Cl)c1OCC	56µM*	-10%	-12%	50µM*	2%	.	-3%	-1%	-9%
COc1ccc(OC)c(Nc2c3ccccc3nc3ccccc23)c1	22µM*	-14%	4%	50µM*	-17%	-16%[2.33 µM]	-19%	-13%	7%
CCOC(=O)N1CCN(S(=O)(=O)N2CCCC(C(=O)NCCCN3CC(C)CC(C)C3)C2)CC1 (configuration not stated)	-4%	-12%	23%	-12%[57.1 µM]	51%	16%	1%	-3%	6%
COc1ccc(CC2(CO)CCN(S(=O)(=O)c3cccc4cccnc34)CC2)cc1	-19%	6%	34%	-3%	-3%	0%	1%	-20%	33%[activator]
COC(=O)CC1=C(c2ccc([N+](=O)[O-])cc2)CCC1=O	-32%	-5%	.	.	.	.	.	-6%	15%
COc1cc(C(=O)NNc2nc3cc4c(cc3s2)OCO4)cc(OC)c1OC	-14%	-9%	0%	4%	1%	?	-5%	-9%	-9%
CC(C)C(C)(C#N)NC(=O)CN1C(=O)NC2(CCCc3ccccc32)C1=O (configuration not stated)	6%	-7%	41%	1%	?	.	1%	-3%	37%[activator]
CCOC(=O)c1c(C)[nH]c(C(=O)CSc2nc(C)cc(C)n2)c1C	-16%	-14%	20%	-1%	-8%	-2%[59 µM]	-5%	-11%	54%[activator]
COc1ccc(Nc2ccc(S(=O)(=O)N3CCCCCC3)cc2[N+](=O)[O-])cc1	6.3µM*	-6%	-26%	10µM*	3%	11µM*	-8%	-5%	23%
CC[C@]12c3[nH]c4ccc(Cl)cc4c3CCN1C(=O)[C@@H](CC(=O)NCCCn1ccnc1)C[C@@H]2C(=O)N1CCN(C(=O)C2CC2)CC1	-12%	14%	.	.	26%	.	.	-6%	89µM*
Cc1ccc(S(=O)(=O)N(CC(=O)Nc2cccc([N+](=O)[O-])c2)C(=O)N2CCN(C)CC2)cc1	-16%	-2%	.	0%	1%	11%[59 µM]	.	-4%	15%
O=C(CS(=O)(=O)c1ccccc1)Nc1ncc([N+](=O)[O-])s1	-4%	-8%	1%	-14%	26%	?	-1%	-4%	98%[activator]
COc1cccc(C(=O)Cn2c(NCCCO)nc3ccccc32)c1	-2%	-3%	1%	-30%	51%[activator]	9%[0.501 µM]	-6%	-6%	13%
O=C(O)C1CCCCC1C(=O)Nc1nc(-c2cccs2)cs1 (configuration not stated)	-13%	-23%	-17%	-1%	-5%	7%[59 µM]	-1%	-6%	-3%

An excerpt of these results, in markdown:
| compound | JMJD2A Tudor inh | Pol kappa inh | POLB inh | BAZ2B block | APEX1 inh | G9a block | BLM inh | POLH inh | POLI inh |
| --- | --- | --- | --- | --- | --- | --- | --- | --- | --- |
| Cc1cc(NC(=O)COC(=O)C2COc3ccccc3O2)no1 (configuration not stated) | -18% | -14% | -1% | 22% | ? | -13% | 2% | -8% | 43%[activator] |
| CCOc1ccc(-c2cc(CCCC(=O)Nc3cc(OC)ccc3OC)no2)cc1 | -16% | -10% | 30% | -10% | -2% | ? | 0% | -14% | 22% |
| CN(C)Cc1c(C(C)(C)O)[nH]c2ccc(C(F)(F)F)cc12 | -2% | 11% | . | . | 3% | . | . | -25% | 68%[activator] |
| COc1cccc(NC(=O)CN(C)C(=O)/C=C/c2cc(OC)ccc2OC)c1 | -1% | -3% | 3% | 4% | -2% | 0% | 0% | -24% | 8% |
| O=CNC1(c2ccccc2)CCCCC1 | -11% | -15% | . | . | . | . | . | -12% | 0% |

Screens as filed in PubChem BioAssay.

The list is partial; count on the stated rates, not on these rows.
